Source: PubChem
NCF1 inh = inhibitors of human p47phox binding; p47phox/p22phox peptide binding, fluorescence polarization, 2 h; inhibition, % at 24.7 µM; 220,000 tested, 0.53% active;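 active = inhibition above about 30%, limit read from the data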;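 note: 0% = p47phox with labelled peptide and 100% = labelled peptide alone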
Target sequence (P14598 whole entry, looked up): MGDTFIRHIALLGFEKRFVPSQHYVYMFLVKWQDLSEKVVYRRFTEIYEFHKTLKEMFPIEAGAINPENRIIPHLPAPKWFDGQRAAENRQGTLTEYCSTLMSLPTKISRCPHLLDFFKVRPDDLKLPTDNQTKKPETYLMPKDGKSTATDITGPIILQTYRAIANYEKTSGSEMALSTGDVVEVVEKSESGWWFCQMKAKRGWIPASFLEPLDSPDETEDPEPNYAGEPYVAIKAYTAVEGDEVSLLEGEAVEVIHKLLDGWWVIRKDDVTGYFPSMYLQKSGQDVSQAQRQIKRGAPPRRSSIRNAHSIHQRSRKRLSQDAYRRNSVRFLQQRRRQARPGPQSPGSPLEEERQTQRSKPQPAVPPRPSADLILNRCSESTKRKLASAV
TRPML3 agonist = human mucolipin-3 channel agonism | Q8TDD5 | HEK293 TRPML3-YFP, Fluo-8 calcium fluorescence; 100% = the carbachol control signal | activation, % at 3 µM | 220,000 tested, 0.29% active | AID 1448;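 active = activation above its plate's cutoff, the mean activation of the plate's test wells plus 3 SD, cut at about 12% in these data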;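 note: 0% = DMSO only wells and 100% = carbachol wells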
Target sequence (Q8TDD5 whole entry, looked up): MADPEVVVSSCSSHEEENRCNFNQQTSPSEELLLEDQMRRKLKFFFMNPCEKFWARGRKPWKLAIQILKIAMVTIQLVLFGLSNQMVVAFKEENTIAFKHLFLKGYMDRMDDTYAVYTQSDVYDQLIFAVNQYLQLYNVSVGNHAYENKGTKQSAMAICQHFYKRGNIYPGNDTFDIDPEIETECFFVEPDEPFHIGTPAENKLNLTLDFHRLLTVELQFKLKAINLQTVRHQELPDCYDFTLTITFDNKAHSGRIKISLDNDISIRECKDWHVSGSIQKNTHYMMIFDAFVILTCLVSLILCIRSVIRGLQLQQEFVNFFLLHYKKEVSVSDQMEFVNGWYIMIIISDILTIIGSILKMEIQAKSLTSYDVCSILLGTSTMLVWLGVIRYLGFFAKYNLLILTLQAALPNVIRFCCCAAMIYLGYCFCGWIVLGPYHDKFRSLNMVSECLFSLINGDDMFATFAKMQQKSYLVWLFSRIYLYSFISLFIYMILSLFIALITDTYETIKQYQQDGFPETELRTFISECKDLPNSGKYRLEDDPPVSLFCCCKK
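Material: TRPML3-YFP stable HEK293 cells | Dosing: One concentration, 3 µM nominal, 0.3% DMSO | Timing: 125 s total fluorescence read per well | Technique: Fluo-8 calcium dye fluorescence, ex 470-495, em 515-575 nm | Measure: Percent activation from peak-to-basal fluorescence ratio, scaled between DMSO and carbachol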
zfTRPN1 agonist = zebrafish TRPN1 (NompC) channel agonism | HEK293 zebrafish TRPN1-YFP, Fluo-8 calcium fluorescence; 100% = response to 87 µM carbachol | activation, % at 3 µM | 220,000 tested, 0.18% active | AID 1424;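 active = activation above its plate's cutoff, the mean activation of test wells on that plate plus 3 SD, cut at about 19% in these data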;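 note: 0% = DMSO alone and 100% = 87 µM carbachol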
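Control set: carbachol 87 µM as high control, DMSO as low control; system: HEK293 stable line with zebrafish TRPN1-YFP; read-out: % activation versus carbachol response; detection: intracellular calcium fluorescence with Fluo-8; doses: single test compound dose, 3 µM nominal, 0.3% DMSO; schedule: dye 1 h 37 °C plus 30 min RT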
EBV gp42 block = EBV gp42 inhibition | Q1HVG2 | Fluorescence polarization binding assay, mP read-out | inhibition, % (tested at 21.74 µM) | 220,000 tested, 0.42% active; in the data active = inhibition above about 50%
TNF death inh = blocks TNF-alpha induced death of Jurkat FADD-/- cells. Jurkat FADD-/- TNF necroptosis rescue, ATP luminescence, 24 h; 0 = TNF only, 100 = no-TNF cells. activation (protection from cell death), % at 10 µM. 220,000 tested, 0.068% active. AID 463075;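 active = activation, meaning protection from cell death, of at least 50% relative to plate controls; inactive = activation below 50%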;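 note: necroptosis triggered by 40 ng/mL TNF-alpha added together with compound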
PPC-1+TRAIL kill = compounds killing PPC-1 cancer cells with TRAIL present (potentiator screen, no TRAIL-free arm) | PPC-1 cells + TRAIL, ATPLite viability luminescence | cell killing (% activity), % at 4 µM | 220,000 tested, 0.41% active | AID 1443;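 active = cell killing above 50% in the first pass at 4 µM, then a duplicate retest at 5 µM averaging 50% or more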;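 note: plate controls were cells with TRAIL plus DMSO for no effect and medium-only wells lacking cells for full effect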
MDM2 E3 inh = inhibitors of human Mdm2 E3 ubiquitin ligase | Q00987 | cell-based MDM2 ubiquitination luciferase reporter, 2 h; 0 = plate control, 100 = twice control, blank-subtracted | signal enhancement, % at 5 µM | 210,000 tested, 0.11% active;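 active = signal enhancement of 30% or more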;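 note: luminescence tracks abundance of the self-degrading MDM2-luciferase fusion protein; higher signal means inhibition of MDM2 E3 ligase activity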
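Test system: stable mammalian line carrying autodegrading MDM2–luciferase fusion reporter; quantity: 2000 cells in each well; times: 4 h cell settling then 2 h compound exposure, 37 °C; detection: luminescence with SteadyLite reagent, 15 min at room temperature; evaluation: percent signal gain over controls, blank-subtracted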
CHOP inhibitor = inhibitors of CHOP induction in ER stress response. CHO-K1 CHOP-promoter luciferase, tunicamycin-induced, 15-18 h. inhibition, % at 10 µM. 220,000 tested, 3.8% active. AID 2732;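 active = compounds that reduced the stress-induced luciferase reporter signal by more than about 70% of percent inhibition, limit read from the data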;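 note: 0% = tunicamycin plus vehicle and 100% = wells without tunicamycin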
Runt-SMMHC FRET = Runt domain-CBFb-SMMHC interaction inhibition; Q01196+Q13951; Cerulean-Runt/Venus-CBFb-SMMHC FRET ratio 530/480, 1 h; inhibition, % at 20 µM; 220,000 tested, 0.74% active;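 active = mean inhibition across duplicate retests at 20 µM reaching about 50%, limit read from the data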;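 note: 0% = DMSO wells and 100% = wells with excess untagged CBFb-SMMHC; inhibitors lower the FRET ratio by blocking Runt binding to CBFb-SMMHC; some results filed as inactive read as strong as hits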
Active calls of the source: *; / = not tested or not shown.

SMILES	NCF1 inh	TRPML3 agonist	zfTRPN1 agonist	EBV gp42 block	TNF death inh	PPC-1+TRAIL kill	MDM2 E3 inh	CHOP inhibitor	Runt-SMMHC FRET
COC(=O)CSc1nc(C2CC2)cc(C(F)(F)F)c1C#N	-6	-0.7	-1.3	-12	0.0	-4	-10	-11	-8
COCc1ccc([C@@H]2C[C@H]3CN(Cc4cccc(Cl)c4)C(=O)[C@]34CCCN24)o1	0	-0.8	-0.7	-5	1.0	/	0	9	/
O=C(N1CCCCC1)N1CCN(S(=O)(=O)c2ccc(Cl)cc2)CC1	-2	0.0	-1.9	-5	1.3	/	-8	-7	/
O=C(Nc1ncn[nH]1)c1c(Cl)ccc(Cl)c1Cl	-14	0.7	0.1	3	-2.7	-6	4	26	-6
Cc1nnc(C)n1/N=C/C=C/c1ccccc1	4	0.2	0.5	-13	-0.9	-6	-19	-28	2
CN(C1=C(N2CCCCC2)C(=O)c2ccccc2C1=O)c1ccccc1	-3	-0.1	-2.2	-22	-2.8	-14	-7	71*	-2
Cc1csc(SCC(=O)Nc2nc(-c3ccccc3)cs2)n1	-13	-0.4	-1.5	-20	1.5	0	-3	28	-1
O=C(c1ccco1)N1CCN(C(c2ccccc2)c2nnnn2Cc2cccs2)CC1 (configuration not stated)	-7	-0.4	0.8	-8	-3.3	2	-29	21	0
O=C(CSc1nc2ccccc2c(=O)n1-c1ccccc1)N1CCCc2ccccc21	-36	-0.1	-1.3	-23	1.3	-9	-6	13	-1
O=c1oc2ccccc2cc1C1=Nn2c(nnc2-c2cccnc2)SC1	-1	-0.1	0.3	-23	-0.8	5	-26	6	1
CC(=O)c1cccc(NC(=O)N2CCCC2C(=O)Nc2cc(C)ccc2C)c1 (configuration not stated)	-12	-0.9	0.4	-14	-1.1	-10	6	-9	-3
COc1cccc(-c2n[nH]c(=S)n2Cc2ccco2)c1OC	-9	0.3	-0.9	-8	2.6	-6	9	-23	3

CHOP inhibitor: hit marks shown above
| SMILES | NCF1 inh | TRPML3 agonist | EBV gp42 block | MDM2 E3 inh | CHOP inhibitor | Runt-SMMHC FRET |
| --- | --- | --- | --- | --- | --- | --- |
| CN(C1=C(N2CCCCC2)C(=O)c2ccccc2C1=O)c1ccccc1 | -3 | -0.1 | -22 | -7 | 71* | -2 |

2 entries picked at random from the list so far, as already listed:
SMILES	NCF1 inh	TRPML3 agonist	zfTRPN1 agonist	EBV gp42 block	TNF death inh	PPC-1+TRAIL kill	MDM2 E3 inh	CHOP inhibitor	Runt-SMMHC FRET
O=C(Nc1ncn[nH]1)c1c(Cl)ccc(Cl)c1Cl	-14	0.7	0.1	3	-2.7	-6	4	26	-6
COc1cccc(-c2n[nH]c(=S)n2Cc2ccco2)c1OC	-9	0.3	-0.9	-8	2.6	-6	9	-23	3

Later entries
SMILES	NCF1 inh	TRPML3 agonist	zfTRPN1 agonist	EBV gp42 block	TNF death inh	PPC-1+TRAIL kill	MDM2 E3 inh	CHOP inhibitor	Runt-SMMHC FRET
O=C(O)c1cccc(-n2cccc2C=C2C(=O)c3ccccc3C2=O)c1	-53	-0.1	0.6	0	-2.8	3	8	37	-9
Nc1n[nH]c(C2CCCCC2)n1	-5	0.7	2.2	0	0.7	9	-8	-12	-4
O=C(NCc1n[nH]c(=S)n1-c1ccc([N+](=O)[O-])cc1)c1ccc(S(=O)(=O)N2CCOCC2)cc1	-2	0.3	1.9	4	1.7	-18	-15	13	8
CCN(CC)S(=O)(=O)c1ccc(Oc2ccccc2)c(N)c1	3	2.4	2.4	3	0.7	4	-10	31	-33
CCCNC(=O)CNC(=S)N(Cc1ccccc1F)C1CCCCC1	-4	-0.6	-1.3	-1	-1.2	29	-10	20	-4
CN1CCN(C(=O)CSc2ccc(Cl)cc2)CC1	0	0.2	-1.5	-20	1.2	/	1	-24	/
CNc1ncc(C(=O)c2ccc(Br)cc2)s1	-7	0.9	-1.5	4	6.1	13	-8	34	1
Cc1ccc(S(=O)(=O)N2CCCC(CCC(=O)NCc3ccccc3F)C2)s1 (configuration not stated)	-6	-0.1	-1.4	2	3.1	5	-5	7	-2
O=C1NC(=Nc2ccccc2)S/C1=C\c1cccnc1	-7	0.3	0.3	-14	0.3	15	-8	-16	0
CCc1sc(NC(=O)COC)nc1-c1ccccc1	-6	-0.5	-0.7	41	4.9	7	-15	23	6
Cc1[nH]c2ccccc2c1C(=O)CSCC(=O)O	-12	0.6	0.9	-23	-5.6	-14	-1	-1	-2
O=C(NNC(=O)c1cccs1)c1ccco1	0	1.0	1.2	1	0.2	10	0	9	0
CC(=O)Oc1cccc(N2C(=O)C3CC=C(Cl)CC3C2=O)c1 (configuration not stated)	-1	-0.8	-1.2	-13	2.0	19	-2	9	-2
Cc1ccc(S(=O)(=O)N2CCN(C)CC2)c(C)c1N(C)S(=O)(=O)c1ccc(Cl)cc1	-12	77*	1.3	-16	-1.8	7	3	-10	-3
N=c1occ(C(=O)c2cc(F)ccc2O)cc1C(=O)NC1CCCCC1	-9	2.1	4.9	3	0.9	3	-2	42	-3
CC1(C)CC(=O)C(C(C#Cc2ccccc2)C2=C(O)CC(C)(C)CC2=O)=C(O)C1	-19	-0.9	0.3	-58	-0.2	-4	-7	-90	2
N/C(Cc1ccc(Cl)cc1Cl)=N\OC(=O)c1ccc(Br)o1	-6	0.3	-0.5	-5	2.1	19	/	63	1
COCCOC(=O)c1c(C)oc2ccc(NS(=O)(=O)c3ccc(F)cc3)cc12	-8	-1.1	-2.8	-12	6.7	-10	-2	32	-1
CC(C)CC(=O)Nc1ccccc1N1CCOCC1	-6	0.6	-0.7	-16	-2.1	-4	-14	28	-20
CCOC(=O)N/N=C(/C)c1ccc([N+](=O)[O-])o1	-8	-0.1	-0.2	-21	0.2	3	-5	-6	-1
Oc1oc(-c2ccco2)nc1C=Nc1cccc(Cl)c1	-15	0.4	2.8	-6	-6.1	13	-18	-54	-2
CCOc1cc(C=O)cc(Cl)c1OCC(N)=O	-9	1.1	0.1	0	-0.6	6	-5	-6	-5
O=C(NCCc1ccccc1)C1CCN(C(=O)c2sccc2-n2cccc2)CC1	2	0.1	0.7	-20	1.8	20	-40	4	2
O=C(NN1C(=O)C2C3c4ccccc4C(c4ccccc43)C2C1=O)c1ccc(Cl)cc1 (configuration not stated)	-5	0.8	0.1	0	1.7	3	-9	-9	2
O=C(c1n[nH]c2c1CCCC2)n1ccnc1	10	0.9	1.4	-9	1.9	27	-11	-9	2
O=C(NN1C(=O)C2C3C=CC(C3)C2C1=O)c1ccccc1 (configuration not stated)	-8	0.6	0.2	-20	-0.4	12	-11	-4	-3
COc1cc(OC)cc(-c2nnc(SCC(=O)Nc3cccc(C(=O)O)c3)s2)c1	-5	0.5	-0.9	-6	3.8	-1	-10	6	-3
Cc1cc2cc(C)c(NCCNC(=O)c3cccc(F)c3)nc2cc1C	-11	0.6	0.4	0	1.6	14	/	0	0
CCC(C)NC(=O)Cn1cc(S(=O)(=O)N2CCN(c3ccccc3F)CC2)c2ccccc2c1=O (configuration not stated)	-11	0.1	-1.4	-17	2.7	14	-3	19	0
CCC(C)C(NC(=O)c1ccccc1NC(=O)c1ccccc1)C(=O)N1CCOCC1 (configuration not stated)	-13	0.5	0.4	-7	2.0	19	-3	42	6
Cc1occc1C(=O)N/N=C/c1c[nH]c2ccccc12	-6	-0.2	0.8	-3	-5.7	-4	-10	1	3
O=C1C(Cc2ccc(O)cc2)NC(=S)N1c1ccccc1 (configuration not stated)	-7	0.4	1.5	-2	-3.1	20	-25	8	-3
Cc1ccc(S(=O)(=O)c2cc3c(=O)n4ccccc4nc3n(Cc3ccco3)c2=N)cc1C	-104	0.8	-0.1	39	-12	2	/	-18	-14
CS(=O)(=O)N(CCc1ccccc1)CC(=O)NCc1ccc(Cl)cc1	-7	0.9	-0.1	-5	-0.6	1	-6	27	1
CCn1ccnc1CN1CCN(CCC(C)C)C(CCO)C1 (configuration not stated)	-2	1.3	4.0	-15	0.2	4	9	5	2
Cn1cc(S(=O)(=O)N2CCc3ccccc3C2)c(=O)n(C)c1=O	-2	0.5	0.0	-6	-1.1	10	-9	12	2
Cc1cc(Cl)ccc1N=c1ssnc1Cl	1	1.5	1.9	-36	-6.6	13	-5	108*	38
COc1ccc(OC)c(C(=O)c2ccc(C(=O)N3CCCCC3)cc2)c1	-6	0.8	0.9	-2	-1.5	14	-17	10	-1
COc1ccc(N2CCC(CNC(=O)Nc3cccc(OC)c3)C2)cc1 (configuration not stated)	-12	0.5	-1.5	-24	0.4	15	-10	31	0
C=C(C)C1CC=C(C)/C(=N\NC(=O)CCC(=O)Nc2ccc(C)c(C)c2)C1 (configuration not stated)	-5	0.9	0.8	-9	-2.2	-2	-12	77*	-3
CCc1nnc(NS(=O)(=O)c2ccc(NC(=S)NC(=O)c3ccncc3)cc2)s1	-12	0.8	2.0	-11	1.6	26	/	-2	0
N/C(=N\OC(=O)CN1C(=O)c2ccccc2C1=O)c1ccc(Br)cc1	-9	0.8	0.4	-11	0.9	14	-16	35	-4
COCCNC(=S)N1CCc2cc(OC)c(OC)cc2C1COc1ccc(F)cc1 (configuration not stated)	-3	0.3	0.6	-3	1.7	20	6	3	-5
CCOC(=O)c1c(NC(=O)COC)sc(C)c1C	-12	-0.2	0.2	-12	-2.8	10	7	16	-4
Cc1ccccc1OCCNCC(C)O (configuration not stated)	-5	0.2	1.3	-12	0.1	16	5	13	3
CC(C)OC(=O)c1ccc(NC(=O)CSc2nc3ncccc3[nH]2)cc1	-11	3.7	7.1	-10	-0.3	7	-11	5	1
Cc1ccc(S(=O)(=O)NNC(=O)c2sccc2-n2cccc2)cc1	3	0.8	0.9	-10	-3.0	-2	-21	20	-2
CCOC(=O)C1C(=O)NC(SCC(N)=O)=C(C#N)C1c1ccccc1OCC (configuration not stated)	-63	2.1	5.9	-57	-0.5	-3	-3	8	-24
CCOC(=O)NC(=O)/C(C#N)=N\Nc1cccc(OC)c1	-10	1.0	1.0	-14	-0.5	3	-21	-7	2
Cc1[nH]c2ccccc2c1/C=N/NC(=O)CCC(=O)Nc1ccccc1	-14	0.1	3.2	-22	0.8	14	3	-3	-1
Cc1ccc2nc(N(CCCN(C)C)C(=O)c3ccc(Br)s3)sc2c1	-6	0.8	1.4	-3	-2.1	1	-11	7	2
Cc1ccccc1NC(=O)N1C2CCCC1CC(NC(=O)C(C)(C)C)C2 (configuration not stated)	-9	0.6	2.0	-14	2.6	-8	1	37	1
CC1=NOC2(C1)/C(=N/O)CCC/C2=N\O (configuration not stated)	-3	0.1	-0.2	-10	-2.6	7	-30	37	1
NC(=O)C(=O)NN=C1C2CC3CC(C2)CC1C3	2	0.6	0.8	-5	0.4	-4	-4	-1	0
O=C(NCCCN1CCN(CCCNC(=O)c2cc([N+](=O)[O-])ccc2Cl)CC1)c1cc([N+](=O)[O-])ccc1Cl	22	0.7	1.1	5	3.5	3	-23	10	0
CC(C)(Oc1ccc(Br)cc1)C(=O)N1CCc2ccccc21	-7	0.2	-0.9	-17	1.3	1	0	24	-2
